Shiga toxin inh: inhibitors of Shiga toxin in Vero cells. 9.2% of 290,000 active. inhibition, % at 38.7 µM. Vero cells, Shiga toxin protein synthesis inhibition reporter; in the data active means inhibition mostly above about 28%, no sharp cut-off; inactive means mostly below about 43%; further: 0% is about no effect
Pf growth 48h: inhibits P. falciparum growth in the first generation, 48 h. Potency, µM (top dose mostly 28.7 µM), for the others: at the top dose activity change, negative = inhibition, usual class: inhibitors. AID 504832. P. falciparum luciferase growth in erythrocytes, 48 h. 5.9% of 310,000 active; further: potency means the concentration at half of the fitted maximal effect; on the % scale 0 is the no-effect control and ±100 the full control effect
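In quantitative HTS format, infected erythrocytes bearing luciferase-reporter parasites were treated for a single generation at 37 C. Luminescence after adding detection reagent served as the growth measure.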
HCV inhibitor: inhibitors of hepatitis C virus infection | Huh7.5.1 HCVcc-Cre infection, luciferase reporter, 44 h | Potency, µM (series often up to 41.8 µM), inactives show top-dose activity change, negative = inhibition, most hits filed as inhibitors | 3.4% of 340,000 active | AID 651820; further: potency means the concentration at half of the fitted maximal effect; on the % scale 0 is the no-effect control and ±100 the full control effect
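Infectious HCVcc-Cre (~0.5 moi) was added to cells just after compound, with cells seeded 4 h earlier at 1,000 per well. Luciferase activity after 44 h culture reported infection; substrate was incubated 15 min at room temperature before reading.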
Cycloheximide cs: counter-screen for Shiga toxin inhibitors: cycloheximide protein synthesis inhibition; cell reporter, cycloheximide protein synthesis inhibition counterscreen; max response, %; 12% of 300,000 active; AID 2314; in the data active means max response mostly above about 13%, no sharp cut-off; inactive means mostly below about 14%; further: read at 38.3 µM for the half of the compounds with a filed dose; 0% is about no effect
LmPK inh: blocks Leishmania mexicana pyruvate kinase activity. 0.37% of 290,000 active. purified LmPK, Kinase-Glo ATP luminescence, 1 h. Potency, µM (doses to about 57.5 µM), for inactives: top-dose activity change, negative = inhibition, usual class: inhibitors. Q27686; further: potency means the concentration at half of the fitted maximal effect; on the % scale 0 is the no-effect control and ±100 the full control effect
Target sequence (Q27686 whole entry, looked up): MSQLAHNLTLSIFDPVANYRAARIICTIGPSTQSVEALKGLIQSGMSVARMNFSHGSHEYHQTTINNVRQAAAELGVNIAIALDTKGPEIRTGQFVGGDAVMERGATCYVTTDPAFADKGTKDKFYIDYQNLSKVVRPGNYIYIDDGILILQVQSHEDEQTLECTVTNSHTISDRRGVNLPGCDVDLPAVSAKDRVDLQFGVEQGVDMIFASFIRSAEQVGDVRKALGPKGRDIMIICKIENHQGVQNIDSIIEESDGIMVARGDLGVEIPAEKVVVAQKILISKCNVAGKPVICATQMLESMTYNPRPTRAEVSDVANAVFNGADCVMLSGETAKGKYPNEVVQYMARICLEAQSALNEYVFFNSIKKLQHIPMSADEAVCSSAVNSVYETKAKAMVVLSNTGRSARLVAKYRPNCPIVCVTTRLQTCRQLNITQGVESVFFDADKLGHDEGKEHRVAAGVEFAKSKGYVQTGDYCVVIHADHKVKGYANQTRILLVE
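In 50 mM imidazole pH 7.2 with 7 mM MgCl2, LmPK (0.1 nM) turned over PEP (0.5 mM) and ADP (0.1 mM) for 1 h at room temperature. Luciferase read-out of ATP.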
Pf growth 96h: P. falciparum growth inhibition at 96 hour, primary screen for plastid delayed-death inhibitors; AID 504834; 6.9% of 320,000 active; Potency, µM (titrated, usually from 28.7 µM), for the others: top-dose activity change, negative = inhibition, hits mostly inhibitors; P. falciparum luciferase reporter growth, 96 h; further: potency means the concentration at half of the fitted maximal effect; on the % scale 0 is the no-effect control and ±100 the full control effect
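Infected RBCs, 2% Hct / 0.05% parasitemia final; luciferase-reporter P. falciparum; cpd 96 h, 37 C, 5% CO2; luciferase detection reagent; luminescence.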
Tb PYK inh: blocks Trypanosoma brucei pyruvate kinase; Q57TT1; TbPYK enzyme, Kinase-Glo Plus ATP luminescence, 45 min; Potency, µM (top dose mostly 76.8 µM), for the others: at the highest dose activity, negative = inhibition, hits mostly inhibitors; 0.12% of 410,000 active; AID 624173; further: potency means the concentration at half of the fitted maximal effect; on the % scale 0 is the no-effect control and ±100 the full control effect; nearly all actives have a fitted effect of over 50% in size
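TbPYK + substrate in 50 mM TEA pH 7.2, 100 mM KCl, 10 mM MgCl2, 0.05% BSA, 0.01% Tween-20; cpd pinned; ADP 130 uM final; 45 min RT; Kinase-Glo Plus 10 min; luminescence endpoint.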
* marks the source's active call; other numbers are inactive results; ? = inconclusive; / = no result given; & = joins results of further samples; [ ] = another dose, or the depositor's remark. Unless noted, the call rests on the fitted dose curve; in most records, active means well fitted curve in the direction sought with a large enough effect; inconclusive means small, poorly fitted or top-dose-only effect, or another doubt; inactive means no such curve, though single readings can be large; an effect the other way counts as inactive or inconclusive.

SMILES	Shiga toxin inh	Pf growth 48h	HCV inhibitor	Cycloheximide cs	LmPK inh	Pf growth 96h	Tb PYK inh
CC1CN(Cc2cc(=O)oc3cc(O)ccc23)CC(C)O1 (stereo unspecified)	-5	?	5%	1	1%	?	-13%
C=CCNC(=S)N1CCC(C(N)=O)CC1	-5	57%[activator]	?	11	5%	260%[activator]	0%
CCCn1nc(C(=O)NNC(=O)C2CSC3(C)CCC(=O)N23)c2ccccc2c1=O (stereo unspecified)	/	?	6%	/	/	-4%	8%
Cc1ccc(CN2C(=O)CCC2C(=O)NCc2ccc3c(c2)OCO3)cc1 (stereo unspecified)	-8	12%	17%	-1	-12%	/	4%
COc1cc(NC(=O)c2sc(C)nc2C)c(OC)cc1NC(=O)c1ccccc1	-3	-19%	?	8	2%	23%	-3%
Cc1cc(C)nc(N2CCCC(C(=O)Nc3ccc4c(c3)OCCO4)C2)n1 (stereo unspecified)	45	40%[activator]	-4%	18	0%	10%	-2%
C/C=C/Cn1c(Br)nc2c1c(=O)[nH]c(=O)n2C	-5	13%	7%	1	6%	/	-19%
Cc1ccc(/C(O)=C2/C(=O)C(=O)N(CCCn3ccnc3)C2c2ccccn2)cc1 (stereo unspecified)	-10	4%	/	-2	0%	?	/
OCCC1CN(Cc2ccc(Oc3ncccn3)cc2)CCN1C1CCCCC1 (stereo unspecified)	-1	10%	7%	-1	-4%	18%	-1%
CC(OC(=O)c1ccc(Cl)c(S(=O)(=O)N2CCOCC2)c1)C(=O)NC1CCCCC1C (stereo unspecified)	3	-9%	5%	3	-8%	?	1%
COc1ccc(CCC(=O)NC2CCCc3ccccc32)cc1OC (stereo unspecified)	-3	9%	?	3	3%	0%	-2%
COCCNC(=O)C1(S(=O)(=O)c2ccccc2)CC=CC1	25	39%[activator]	?	13*	-2%	38%	-10%
COc1ccc(-n2c(C)cc(C(=O)COC(=O)c3cc(OC)c(OC)cc3NC(=O)c3cccs3)c2C)cc1	-15	4.1µM*	-4%	-4	1%	2.6µM*	5%
O=C(CS(=O)(=O)c1cn(CC(=O)N2CCOCC2)c2ccccc12)Nc1ccccc1	-10	4%	10%	-4	6%[11.5 µM]	-3%	0%
Cn1cc(CN(CCCN2CCOCC2)C(=S)Nc2cccc(Cl)c2)c2ccccc21	-17	0%	8.9µM*	-5	0%	?	3%
CCC(C)[C@H](NC(=O)Nc1ccc2c(c1)OCCO2)C(=O)OC (stereo partly specified)	11	11%	11%	6	-5%	20%	-2%
CCc1c(C)sc2nc3c(C(=O)N4CCOCC4)cc(C(=O)c4cc(F)ccc4O)cn3c(=O)c12	12	?	?	5	5%	2.1µM*	-4%
CCOc1ccccc1NC(=O)Cn1nnc(C(=O)NCc2ccc3c(c2)OCO3)c1N	-6	?	-8%	-4	9%	16%	1%
CCOc1cc(/C=N/NC(N)=O)cc(Br)c1OCc1ccccc1	-18	3%	?	-1	-2%	41%[activator]	-2%
Cc1ccccc1Oc1cc(NC(=O)CCCn2nc(C)c([N+](=O)[O-])c2C)cc([N+](=O)[O-])c1	-14	?	?	-1	2%	15µM*	-2%
COC(=O)c1ccc(Cn2nc(-c3ccc(C)cc3)ccc2=O)cc1	3	38%[activator]	-3%	-3	-4%	26%	-5%&-2%
Cc1ccc(C(=O)NC(=S)Nc2ccc3c(c2)OCCO3)c(C)c1	71*	49%[activator]	-9%	33*	-2%	?	3%
O=C1CCCc2oc3ccc(O)cc3c21	7	38%[activator]	-1%	4	2%	?	-6%
O=C(NN=C1CCCC1)C(=O)Nc1cccc(C(F)(F)F)c1	-2	25%	-19%	-1	-1%	?	1%
CN(C)Cc1ccccc1Sc1cccc2ccccc12	-9	-30%	?	-7	-1%	?	0%
COc1ccccc1NC(=O)c1ccc(NS(=O)(=O)c2ccc(F)c(Cl)c2)cc1	-7	6%	1%	-2	2%	-13%	2%
CCc1noc(C)c1C(=O)Nc1cc(S(=O)(=O)N2CCOCC2)ccc1N1CCN(CC)CC1	/	-6%	11%	/	/	0%	-4%
CC1CC1C(=O)Nc1cc(C(F)(F)F)ccc1N1CCOCC1 (stereo unspecified)	-12	?	-4%	-2	-2%	-14%	-4%
CCOc1ccccc1NC(=O)Nc1ccc2c(c1)OCO2	38*	23%	?	37*	4%	65%[activator]	-4%
Cc1cccc(N(C(=O)c2snc(C(N)=O)c2N)C(C(=O)NC2CCCC2)c2ccncc2)c1 (stereo unspecified)	25	?	7%	-5	1%	?	9%

Continued, starting with the last two of the part before.
SMILES	Shiga toxin inh	Pf growth 48h	HCV inhibitor	Cycloheximide cs	LmPK inh	Pf growth 96h	Tb PYK inh
CCOc1ccccc1NC(=O)Nc1ccc2c(c1)OCO2	38*	23%	?	37*	4%	65%[activator]	-4%
Cc1cccc(N(C(=O)c2snc(C(N)=O)c2N)C(C(=O)NC2CCCC2)c2ccncc2)c1 (stereo unspecified)	25	?	7%	-5	1%	?	9%
CN(Cc1ccco1)C(=O)c1ccc(S(=O)(=O)N2CCCCCC2)cc1	/	6%	6%	/	/	-30%	1%
COc1cc([N+](=O)[O-])ccc1NC(=O)NCc1cccnc1	-13	-16%	-17%	-2	1%	33%[activator]	-10%
Cc1ccc(C(=O)C2CCN(CC(=O)N3CCN(c4ccc(F)cc4)CC3)CC2)cc1	-20	-20%	-28%	-13	10%	?	1%
COc1ccc(C)cc1-n1nnnc1SCC(=O)c1ccc2c(c1)OCCO2	4	17%	-1%	9	-1%	18%	-13%
Cc1ccc2oc(C(=O)N(C)Cc3cnccn3)c(C)c2c1	120*	2.9µM*	-7%	35*	3%	?	-1%
COc1ccc(S(=O)(=O)NCCCN2CCCC2=O)c(OC)c1	14	8%	2%	-1	-7%	-2%	13%
CN(C(=O)N1CCN(c2ccccn2)CC1)c1ccccc1	-25	74%[activator]	-12%	-3	-6%	247%[activator]	-3%
CC(C)CCOc1cccc(OCC(=O)O)c1	-6	3%	20%	-3	-1%	25%	-12%
COc1ccc(OCC(O)CN(C)C(=O)C(C)Oc2ccccc2)cc1 (stereo unspecified)	-1	-16%	8%	-2	-1%	?	1%
O=C(NCC1CCCO1)C(c1cccs1)N(C(=O)Cn1nnc(-c2cccs2)n1)C1CCCC1 (stereo unspecified)	11	?	21%	0	5%	?	0%
O=C(CNS(=O)(=O)c1cccc(Cl)c1)OCc1csc(-c2ccccc2)n1	-9	45%[activator]	2%	14	6%	84%[activator]	1%
O=C(NCc1cccnc1)NC1CCCN1S(=O)(=O)c1ccc(Cl)cc1 (stereo unspecified)	44	3%	11%	-1	7%	74%[activator]	1%
CCOC(=O)CN(C(=O)CSc1nnc(C)n1-c1ccccc1)c1cccc([N+](=O)[O-])c1	-16	-21%	18%	-4	-2%	/	-16%
COc1ccccc1/C=N/N1CCN(Cc2ccccc2Cl)CC1	/	-1%	5%	1	13%	40%[activator]	-1%
Fc1ccccc1N1CCN(C2CCCN(Cc3cccc(C(F)(F)F)c3)C2)CC1 (stereo unspecified)	-4	13%	?	2	4%	?	-6%

Some values from above.
Fc1ccccc1N1CCN(C2CCCN(Cc3cccc(C(F)(F)F)c3)C2)CC1 (stereo unspecified) in Pf growth 48h shows 13%
O=C(NCC1CCCO1)C(c1cccs1)N(C(=O)Cn1nnc(-c2cccs2)n1)C1CCCC1 (stereo unspecified) in HCV inhibitor shows 21%
COc1cc([N+](=O)[O-])ccc1NC(=O)NCc1cccnc1 in Cycloheximide cs shows -2
COc1ccc(S(=O)(=O)NCCCN2CCCC2=O)c(OC)c1 in HCV inhibitor shows 2%
CN(C(=O)N1CCN(c2ccccn2)CC1)c1ccccc1 in HCV inhibitor shows -12%
Cc1ccc(C(=O)C2CCN(CC(=O)N3CCN(c4ccc(F)cc4)CC3)CC2)cc1 in LmPK inh shows 10%
CN(Cc1ccco1)C(=O)c1ccc(S(=O)(=O)N2CCCCCC2)cc1 in Pf growth 96h shows -30%

Remaining list, next part
SMILES	Shiga toxin inh	Pf growth 48h	HCV inhibitor	Cycloheximide cs	LmPK inh	Pf growth 96h	Tb PYK inh
COCCSc1ccccc1C(=O)NCCCn1ccnc1	7	-4%	0%	5	3%	/	4%
CCC(C)(C)C1CCC2(CC1)NC(CO)(CO)CO2 (stereo unspecified)	-5	-18%	8%	1	3%	?	-13%
CCc1ccc(C(=O)NNC(=O)c2n[nH]c(=O)c3ccccc23)cc1	/	?	9%	/	/	30%	-3%
COc1ccc(C)cc1NC(=O)C(c1ccccc1)N1CCNC(=O)C1 (stereo unspecified)	-5	22%	/	1	1%	2%	/
Cc1ccc(Nc2nc(C(=O)N3CCC(C(=O)N4CCN(C)CC4)CC3)cs2)cc1	17	7%	-10%	19*	-1%	/	-3%
C=Cc1ccc2c(c1)N(C)C(=C)S2	-18	?	5%	-4	6%	?	?
O=C1c2oc3ccc(Cl)cc3c(=O)c2C(c2cccnc2)N1Cc1ccco1 (stereo unspecified)	38	22%	/	-2	2%	4%	/
Cc1ccc2c(=O)cc(C(=O)NCCc3ccc(S(N)(=O)=O)cc3)oc2c1	-7	-1%[0.00184 µM]	-22%	-4	-4%	-25%	7%
O=C(Nc1ccc(N2CCOCC2)nc1)c1ccccc1Cl	28	135%[activator]	16%	29*	1%	40%[activator]	-4%
CC(C)OCCCNc1ncnc2c1cnn2-c1ccccc1	55*	?	?	11	2%	?	0%
Cc1cccn2c(=O)c(/C=C(\C#N)S(=O)(=O)c3ccccc3)c(Oc3ccc(Cl)cc3)nc12	-3	?	?	-3	5%	12µM*	2%
Cc1ccccc1NC(=O)CSc1nnc(C2CC2)n1CC1CCCO1 (stereo unspecified)	-9	16%	10%	-5	-8%	28%	-4%
Cc1[nH]c2ccccc2c1-c1nc2ccccc2[nH]c1=O	64*	19%	6%	9	1%	19%	-3%
COc1ccc(/C=C/C(=O)Nn2cnnc2)cc1	12	3%	0%	-2	2%	?	-5%
CCCS(=O)(=O)c1c(S(=O)(=O)CCC)c2cnccn2c1C(=O)c1ccc(OC)cc1	8	10µM*	19%	1	4%	?	-3%
CCC(=NCCc1c[nH]c2ccccc12)c1c(O)n(-c2ccc(C)cc2)c(=O)[nH]c1=O	9	?	-1%	-1	4%	?	-14%
Cc1ccc2c(c1)NCC(C(=O)NC1CCC(C)CC1)O2 (stereo unspecified)	65*	69%[activator]	4%	41*	1%	40%[activator]	1%
CN1CCN(S(=O)(=O)c2ccc(NC(=O)c3ccc(Br)s3)cc2)CC1	44	?	?	-2	5%	5%	-7%
C=CCOc1ccc(/C=C(\C#N)C(=O)Nc2ccccn2)cc1OC	-11	23%	10%	-7	-5%	0%	-7%
COC(=O)C1=C(C)NC(=O)NC1c1cn(-c2ccccc2)nc1-c1cccs1 (stereo unspecified)	2	?	5%	8	0%	?	-5%
O=C(Nc1ccc(N2CCN(C(=O)c3ccc(Cl)cc3)CC2)cc1)c1cccs1	-2	?	12%	0	-4%	-29%	6%
Cc1nc(NC(=O)COC(=O)CCc2nc3ccccc3s2)c(Cl)cc1Cl	-10	1%	11%	-1	2%	16%	3%
Cc1nc(S(=O)(=O)N2CCOCC2)c(C#N)c(C)c1Cl	-7	?	-9%	-2	2%	?	-4%
CC1(C)CC(=O)C=C(Nc2ccccc2O)C1	-19	23%	12%	-4	9%	32%[activator]	-6%
O=[N+]([O-])c1ccc(S(=O)(=O)N2CCN(Cc3c[nH]c4ccccc34)CC2)cc1	-6	0%	22µM*	-1	2%	/	-6%

Source: PubChem (National Center for Advancing Translational Sciences (NCATS))
